Screening data from PubChem.
RORA act: RORA (human) activation. P35398. CHO-K1 Gal4-RORA LBD luciferase reporter, luminescence; percent increase over mock-subtracted basal signal. activation, % at 10 µM. 65,000 compounds, 1.5% hits;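 active = activation above the mean of all tested compounds plus 3 SD, cut at about 49% in these data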;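 note: 0% = DMSO-treated RORA cells and 100% = added signal equal to DMSO minus mock-transfected cells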
Target sequence (P35398 whole entry, looked up, the tested form may be a part): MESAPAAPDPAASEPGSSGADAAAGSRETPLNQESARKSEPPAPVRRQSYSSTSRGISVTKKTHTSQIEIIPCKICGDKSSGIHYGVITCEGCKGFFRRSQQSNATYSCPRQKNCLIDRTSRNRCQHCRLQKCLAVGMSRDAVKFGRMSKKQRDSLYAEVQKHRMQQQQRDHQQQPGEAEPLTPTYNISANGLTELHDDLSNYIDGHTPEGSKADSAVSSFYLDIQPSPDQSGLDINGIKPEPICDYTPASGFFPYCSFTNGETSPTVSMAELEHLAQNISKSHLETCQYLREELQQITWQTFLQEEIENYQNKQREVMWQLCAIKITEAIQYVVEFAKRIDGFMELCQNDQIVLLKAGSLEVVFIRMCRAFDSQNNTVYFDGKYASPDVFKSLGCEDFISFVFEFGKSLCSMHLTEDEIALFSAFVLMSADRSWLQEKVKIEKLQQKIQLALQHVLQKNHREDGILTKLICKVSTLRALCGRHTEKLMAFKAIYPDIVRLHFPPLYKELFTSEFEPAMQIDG
SF-1 act: activators of human nuclear receptor SF-1 | 65,000 compounds, 1.9% hits | activation, % at 10 µM | Q13285 | AID 522 | CHO-K1 Gal4-SF-1 LBD luciferase reporter; % increase over DMSO SF-1-specific signal;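 active = activation above the mean activation of all tested compounds plus 3 SD, cut at about 50% in these data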
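Test system: CHO-K1 cells with Gal4–hSF-1 LBD chimera plus Gal4-driven luciferase; Input: 4,000 cells/well; Compound: 10 µM only; Times: 20 h compound treatment, 37 °C; Measured by: steady-glow luciferase luminescence, read after 15 min reagent incubation; Measure: percent activation versus DMSO; Control set: DMSO and mock-transfected background; Replicates: one test per compound.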
5HT1E antag: 5-HT1E (human) receptor antagonism. inhibition, % at 6 µM. AID 571. CHO 5-HT1E Ga15 NFAT-bla reporter, FRET, antagonist. P28566. 65,000 compounds, 0.99% hits;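 active = inhibition above a set limit, the mean inhibition across every tested compound plus 3 SD, cut at about 29% in these data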;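 note: signal is the 460 over 535 nm emission ratio of beta-lactamase substrate; 0% = agonist plus DMSO wells and 100% = wells without agonist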
HTR1E agonist: 5-HT1E (human) receptor agonism; CHO 5-HT1E Ga15 NFAT-bla reporter, FRET; 0% DMSO wells, 100% control agonist wells; activation, % at 6 µM; 65,000 compounds, 0.69% hits; AID 574;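 active = activation above a set limit, the screen-wide mean activation plus 3 SD, cut at about 8.5% in these data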;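 note: 100% = positive control agonist at 1 µM giving full maximal response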
MMP-13 inhibitor: MMP13 (human) collagenase inhibition. MMP-13 fTHP FRET cleavage, Mca fluorescence. inhibition, % at 4 µM. 65,000 compounds, 0.07% hits. AID 570;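 active = inhibition above the mean of compound-free control plate wells plus 3 SD, cut at about 14% in these data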;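 note: 0% = DMSO wells and 100% = wells with reference MMP-13 inhibitor after basal subtraction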
tolC growth inh: growth inhibitors of E. coli BW25113 tolC mutant. OD615. growth inhibition, % at 10 µM (by protocol). 65,000 compounds, 2.2% hits. AID 573;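 active = growth inhibition at or above a cutoff equal to the mean over every tested compound plus 3 SD, cut at about 60% in these data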;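 note: growth measured after 20 h incubation at 37 °C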
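Test system: tolC-deleted E. coli BW25113 | Medium: LB with kanamycin 50 µg/mL | Compound dosing: Single concentration, 10 µM final per compound | Schedule: 37 °C, 20 h exposure | Measured by: OD at 615 nm | Evaluation: Percent growth inhibition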
HTR1A agonist: agonists of human 5-HT1a serotonin receptor; 65,000 compounds, 0.56% hits; P08908; activation, % at 10 µM; CHO 5-HT1a Ga15 NFAT-bla reporter, FRET ratio; 0% basal, 100% maximal reference agonist;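 active = activation above the screen-wide mean activation plus 3 SD, cut at about 19% in these data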;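 note: 0% = DMSO wells and 100% = 5-CT at EC100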
Target sequence (P08908 whole entry, looked up): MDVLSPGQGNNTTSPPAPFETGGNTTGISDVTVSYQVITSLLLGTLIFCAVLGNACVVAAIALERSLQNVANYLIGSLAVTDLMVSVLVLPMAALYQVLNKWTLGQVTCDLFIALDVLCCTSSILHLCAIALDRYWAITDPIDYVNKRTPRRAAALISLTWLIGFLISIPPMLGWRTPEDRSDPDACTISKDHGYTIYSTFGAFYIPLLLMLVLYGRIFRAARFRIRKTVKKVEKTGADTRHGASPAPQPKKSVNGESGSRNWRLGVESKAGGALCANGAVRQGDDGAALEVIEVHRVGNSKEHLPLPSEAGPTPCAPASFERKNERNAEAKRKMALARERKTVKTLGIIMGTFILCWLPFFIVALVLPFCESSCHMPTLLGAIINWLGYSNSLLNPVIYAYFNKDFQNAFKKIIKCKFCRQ
5-HT1A blocker: 5-HT1a (human) receptor antagonism. P08908. CHO 5-HT1a Ga15 NFAT-bla reporter, antagonist mode. inhibition, % at 10 µM. 62,000 compounds, 0.68% hits. AID 612;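 active = inhibition above the mean of all tested compounds plus 3 SD, cut at about 43% in these data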;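 note: receptor stimulated by 5-CT agonist at 100 nM near EC80; beta-lactamase reporter measured by ratiometric fluorescence of a cleavable substrate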
NADH enzymes: inhibitors of enzymes used to reach an NAD/NADH endpoint; coupled PK/LDH NADH assays, four targets; IC50, µM (highest dose often 10 µM), without a hit: at the highest dose inhibition; 65,000 compounds, 0.02% hits; AID 774;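 active = single-dose screening hits from any of four coupled enzyme assays that gave an IC50 when retested across doses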;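 note: the DPM-DC format reads NADH fluorescence rather than 340 nm absorbance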
An asterisk follows results filed as active; / = no result given; [ ] = another dose, or the depositor's remark.

Compound	RORA act	SF-1 act	5HT1E antag	HTR1E agonist	MMP-13 inhibitor	tolC growth inh	HTR1A agonist	5-HT1A blocker	NADH enzymes
CCOc1ccc(-n2c(SCC(=O)Nc3ccc4c(c3)OCO4)nc3c(c2=O)SCC3)cc1	20	-3	11	-0.8	-1	2	-1.3	11	2%
Cc1ccc(-c2nn3c(C)nnc3s2)cc1NC(=O)c1ccc(Br)o1	-23	-19	-2	1.6	2	-9	-2.1	-2	0%
C=CCn1c(Cc2c[nH]c3ccccc23)n[nH]c1=S	19	18	12	-1.0	8	-3	-7.6	8	13%
Cc1cccc(CSc2nncc(=O)[nH]2)c1	5	12	-5	0.1	-6	0	-2.3	-7	2%
Cc1ccccc1NC(=O)CN(C)S(=O)(=O)c1cccc2cccnc12	-16	-6	-13	-0.2	0	1	-1.4	-4	6%
CC1CN(c2nc3ccccc3nc2C(C#N)C(=O)NC2CCCCC2)CC(C)O1 (centres undefined)	5	0	-2	-0.7	-1	-28	-1.2	7	4%
CCCc1cc(-n2ccnc2C)n2c(nc3ccccc32)c1C#N	18	-2	4	-0.3	-8	15	4.5	/	3%
Cc1cccc(N2CCN(C(=O)c3cc4n(n3)C(C(F)(F)F)CC(c3ccco3)N4)CC2)c1C (centres undefined)	-3	-13	1	2.5	1	74*	-1.7	9	4%
COc1cc2c(cc1OC)CN(Cc1nc3ccsc3c(=O)[nH]1)CC2	-11	-6	1	0.4	-7	-9	-0.2	-18	3%
O=C(NC1CCCC1)c1ccc2nc(-c3ccco3)c(-c3ccco3)nc2c1	-21	-9	-7	0.1	6	4	-2.9	-10	17%
O=S(=O)(c1cccc(F)c1)N1CCN(Cc2ccc3c(c2)OCO3)CC1	-10	-7	3	-0.5	0	5	-0.3	1	8%
C/C(=N\O)C1(C)N(O)C(C)(C)C(c2ccc(Br)cc2)=[N+]1[O-] (centres undefined)	-12	-8	5	-0.4	3	-19	-0.4	-14	6%
OCCn1c(SCCOc2ccccc2F)nc2ccccc21	5	18	9	-1.1	0	-3	-2.5	5	6%
CCc1cccc(CC)c1N(COC)C(=O)Cn1nnc2ccccc21	-7	-7	4	-0.4	4	15	-1.4	/	1%
C=CCOc1ccc(/C(CC)=N/O)c(OC)c1	36	7	-1	0.3	-1	0	-2.6	2	2%
Cc1cc(C)nc(NC(=O)c2c(-c3c(Cl)cccc3Cl)noc2C)n1	-19	0	-8	0.5	-1	0	-3.1	-4	2%
Cc1ccc(S(=O)(=O)NC(C)C(c2cccs2)N2CCN(C)CC2)cc1 (centres undefined)	-3	11	1	-0.2	-2	-11	0.4	7	2%
COc1ccc(-c2nn3c(COc4ccccc4)nnc3s2)cc1OC	-12	-1	5	1.0	-36	17	1.3	/	3%
COc1ccc(C(=O)NCC(=O)OC2CCCCC2=O)cc1 (centres undefined)	-10	9	-9	-0.6	1	-18	-1.5	-14	9%
CCOc1ccc(NC(=O)Cn2nnc(C(=O)NCc3ccccc3OC)c2N)cc1	-6	-42	11	-0.4	-2	-26	-1.2	-32	3%
COc1cccc(OC)c1C(=O)Nc1ccc2c(c1)OCCO2	-2	-2	-7	1.0	0	-6	3.4	1	8%
CC(=O)Nc1ccc(S(=O)(=O)Nc2cccc(NC(=O)C(C)(C)C)c2)cc1	-4	-17	-4	-0.2	3	-4	-0.3	7	0%
c1cc2c(cc1Cn1cnnn1)OCO2	-16	-10	3	-0.7	-2	4	13	3	2%
CC1=C(C(=O)OCc2ccccc2)C(c2ccc(N3CCOCC3)cc2)NC(=O)N1 (centres undefined)	-9	-11	8	0.2	4	16	-0.3	-5	6%
CC1=C(C(=O)Nc2cccnc2)C(c2ccccn2)n2nnnc2N1 (centres undefined)	-5	-9	-9	-0.1	-8	0	0.1	-4	4%
CCOC(=O)N1CCN(Cc2nc(-c3ccc(C)cc3)no2)CC1	1	1	-6	0.6	1	5	-4.2	-8	4%
COc1ccc2[nH]c(=O)c(CN(Cc3ccc(C)cc3)Cc3nnnn3CC3CCCO3)cc2c1 (centres undefined)	3	22	2	-0.7	-14	17	-0.3	-15	15%
CCOCCCNC(=O)CN1C(=O)C(CC)Oc2ccccc21 (centres undefined)	-17	4	6	-0.9	-4	-7	-0.6	-1	6%
O=C(NCCN1CCN(c2ccccc2)CC1)c1cccn2c(=O)c3cc(Cl)ccc3nc12	6	-3	1	-0.3	1	14	1.0	25	8%
O=C1CN(C(=O)CCCc2c[nH]c3ccccc23)c2ccccc2N1	2	4	-4	1.0	-2	20	-0.7	6	2%
COc1ccc(-c2csc(N(CCCN3CCOCC3)C(=O)c3ccco3)n2)cc1	-7	-10	21	-0.4	-9	9	-2.5	22	10%
Cc1cc2oc(=O)cc(CN3CCCCC3)c2cc1C(C)C	-2	-10	25	-1.0	0	27	-1.3	14	2%

Filtered by structure: those above with a cyano group.
Compound	RORA act	SF-1 act	5HT1E antag	HTR1E agonist	MMP-13 inhibitor	tolC growth inh	HTR1A agonist	5-HT1A blocker	NADH enzymes
CC1CN(c2nc3ccccc3nc2C(C#N)C(=O)NC2CCCCC2)CC(C)O1 (centres undefined)	5	0	-2	-0.7	-1	-28	-1.2	7	4%
CCCc1cc(-n2ccnc2C)n2c(nc3ccccc32)c1C#N	18	-2	4	-0.3	-8	15	4.5	/	3%

Next section.
Compound	RORA act	SF-1 act	5HT1E antag	HTR1E agonist	MMP-13 inhibitor	tolC growth inh	HTR1A agonist	5-HT1A blocker	NADH enzymes
O=C(NC1CC1)c1scc2c1OCCO2	9	3	15	-0.6	3	-6	-3.6	11	7%
Cc1cccc(OCC(=O)Nc2cc(C)ccc2O)c1	0	2	-3	-0.4	-1	33	7.9	-8	1%
COc1cccc(-n2c(SCC(=O)N3CCOCC3)nnc2-c2c[nH]c3ccccc23)c1	-12	-4	-4	0.9	2	-5	-2.5	-12	3%
Cc1nc2ccc(Cl)cc2nc(C)/c1=N\O	35	52*	5	-0.3	6	23	-2.6	13	1%
Cc1occc1C(=O)NC(C)c1ccc2c(c1)OCO2 (centres undefined)	-8	-17	-7	-0.7	4	2	-1.0	3	3%
CC(NC(=O)c1cc2sccc2n1C)c1ccc2c(c1)OCCO2 (centres undefined)	-16	-8	-11	0.5	3	9	-5.3	6	3%
O=S(=O)(Cc1nc2ccccc2s1)c1ccccc1	50*	110*	11	-0.9	3	-2	-0.6	5	5%
CC(C)(C)OC(=O)N1CCCC1C(=O)N1CCc2ccccc21 (centres undefined)	-2	-2	1	-0.5	7	-18	-2.4	4	2%
O=C1NCCCC2c3cc(O)c4ccccc4c3OC12N1CCCCC1 (centres undefined)	-12	-4	5	-0.2	-8	-6	-0.4	15	5%
COc1cccc(-c2nnc(SCC(=O)Nc3cc(C)on3)o2)c1	28	29	-7	-0.1	6	-9	-3.2	7	1%
CC1=C(C(=O)Nc2ccc(F)cc2)C(c2ccc(C)o2)C2=C(CC(C)(C)CC2=O)N1 (centres undefined)	-26	-22	-8	0.1	4	8	-0.9	13	3%
CCCn1nnc(NC(=O)c2cccc(OCC(C)C)c2)n1	12	4	-6	0.8	7	14	2.4	-8	1%
CCN(CC)CCN1C(=O)c2oc3ccccc3c(=O)c2C1c1ccccc1 (centres undefined)	14	2	-9	-0.8	0	-8	-2.8	20	6%
COc1cc2c(cc1NC(=O)c1ccc3c(c1)OCO3)oc1ccccc12	17	54*	12	-1.3	1	-11	-0.9	28	13%
Cn1c(=O)c2c(ncn2CCCc2ccccc2)n(C)c1=O	-1	-12	9	-1.0	-5	-6	-4.3	1	4%
CN1CCc2c(sc(/N=C/c3cccs3)c2C(N)=O)C1	38	23	2	0.0	-34	-13	-1.2	13	7%
CC(NS(=O)(=O)c1ccc(OCC(=O)N2CCOCC2)cc1)c1ccccc1 (centres undefined)	-16	1	8	-0.7	-3	-1	-2.2	5	7%
CC(C)n1c(-c2ccc(N(C)C)cc2)nc2ccccc21	33	17	-8	-0.1	-254[fluorescence artefact?]	47	-3.0	1	9%[fluoresces]
CCCCn1c(SCC(=O)O)nc2ccccc21	5	9	-1	0.4	1	5	-1.4	2	10%
CC(=O)Nc1ccc(C(=O)OCCC(C)C)cc1	51*	27	6	-0.1	2	4	-0.3	-4	4%
OCC#CCSc1nnc(-c2ccccc2Br)o1	40	6	-13	-0.1	-1	0	-0.6	-8	1%
CN(C)CCCNCCCNC(=O)c1ccco1	-6	2	5	-0.1	5	-14	-2.2	4	4%
COc1ccccc1N=c1oc2cc(O)ccc2cc1C(=O)NCC1CCCO1 (centres undefined)	4	21	-30	15*	-404	-10	54*	-66	11%
COC(=O)c1cc(OC)c(OC)cc1NC(=O)c1ccccc1	-4	-9	3	2.0	7	13	-1.3	8	2%[fluoresces]
O=C(Nc1nc2ccccc2n1CCN1CCCC1)C1CCCCC1	-14	10	6	4.5	5	26	-0.5	8	4%
CCc1cc2c(cc3c(=O)n(CC(=O)N4CCN(c5ccccn5)CC4)nc(CC)n32)s1	-2	-8	-1	0.5	-4	4	1.2	-13	10%
CCOc1c2c(nc3ccc(Cl)cc13)CCC2	-6	-12	6	-0.4	5	15	-0.7	2	5%
CN1CCN(C(=O)c2ccc(Cl)c(S(=O)(=O)N3CCCCC3)c2)CC1	-8	22	-8	0.3	5	-8	-5.0	-6	3%
CN(CC(=O)Nc1ccncc1)S(=O)(=O)c1ccc(Cl)cc1	-20	-12	9	-0.1	2	1	-1.7	3	5%
Cc1cc(C(=O)NCc2ccccc2)c(=O)[nH]c1C	8	16	-2	-0.9	-116[fluorescence artefact?]	-8	0.2	-8	13%[fluoresces]
CCOC(=O)N1CCN(C(=O)c2oc(=O)c3ccccc3c2-c2ccc(C)cc2)CC1	6	22	-4	0.1	-5	11	3.0	-15	6%
Cc1ccc(NC(C(N)=O)c2c(C)[nH]c(=O)[nH]c2=O)cc1 (centres undefined)	-6	14	14	-0.2	6	-14	-1.6	-6	2%
CCC(C)n1c(SCC(=O)NC(=O)Nc2ccc3c(c2)OCCO3)nc2ccccc2c1=O (centres undefined)	21	-10	-2	1.1	2	41	17	14	4%
COc1ccc(-n2cnnc2)cc1	13	-8	-10	0.1	0	-10	1.7	-5	2%
C=CCNC(=O)CCNS(=O)(=O)c1ccc(Br)cc1	-8	-14	-10	-0.2	1	-4	-2.5	-11	4%
COc1ccc(CC(=O)Nc2ccc(-c3noc(-c4cc(OC)c(OC)c(OC)c4)n3)cc2)cc1	10	-8	9	-1.4	-3	-13	-2.4	-8	6%
CCOc1ccccc1-n1c(SCC(=O)N(C(C)C)C(C)C)nnc1-c1cccnc1	2	-5	4	-1.8	5	6	-0.1	4	6%
COc1ccccc1NC(=O)Cn1cnc2c(cnn2-c2ccc(C)c(C)c2)c1=O	-1	-9	-1	-0.4	-12	7	-0.6	-7	4%
Cc1cccc(C)c1NC(=O)N1CC=C(n2c(=O)[nH]c3ccccc32)CC1	-7	-8	-2	0.4	0	-1	-2.7	12	5%
